# MPTP block = permeability transition pore inhibition | isolated mouse mitochondria, Ca2+ swelling absorbance, 30 min | inhibition, % at 10 µM | actives 1.4% (n = 360,000);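 active means inhibition of 50% or more, scaled per plate between neutral and stimulator controls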;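 further: 0% = DMSO wells given calcium and 100% = 1 mM EGTA wells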
# hIAP act = human IAP activation; P09923; purified human IAP, CDP-Star luminescence, 30 min; stronger effect = higher value; 1 = vehicle-only enzyme, 0 = enzyme-free background; activation factor at 10 µM; actives 0.16% (n = 330,000); AID 2524;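 active means activation factor of the enzyme at least 2-fold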; further: the source names both 10 and 20 µM as test concentration; values of inactives mirror those of a sister screen read the other way
# Target sequence (P09923 whole entry, looked up): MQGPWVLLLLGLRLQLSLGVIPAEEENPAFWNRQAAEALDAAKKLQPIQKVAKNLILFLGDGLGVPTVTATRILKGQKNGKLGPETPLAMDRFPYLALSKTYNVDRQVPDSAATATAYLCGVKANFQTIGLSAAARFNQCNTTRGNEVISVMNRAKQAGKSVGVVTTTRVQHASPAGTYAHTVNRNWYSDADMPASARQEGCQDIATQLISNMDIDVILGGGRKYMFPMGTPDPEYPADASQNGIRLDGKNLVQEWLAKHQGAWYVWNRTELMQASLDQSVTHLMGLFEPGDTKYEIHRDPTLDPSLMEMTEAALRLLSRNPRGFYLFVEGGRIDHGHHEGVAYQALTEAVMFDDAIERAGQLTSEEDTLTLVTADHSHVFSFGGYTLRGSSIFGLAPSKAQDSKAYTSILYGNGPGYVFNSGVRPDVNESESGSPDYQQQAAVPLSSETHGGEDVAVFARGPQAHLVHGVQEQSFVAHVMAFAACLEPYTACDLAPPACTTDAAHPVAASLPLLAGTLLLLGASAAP
# A3G deaminase = blocks human APOBEC3G single-stranded DNA deamination. recombinant A3G, ssDNA deamination FAM/TAMRA fluorescence. actives 0.28% (n = 330,000). inhibition, % at 20 µM. AID 493012;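 active means inhibition of at least 40% at 20 µM, with no more than 30% in the related APOBEC3A deaminase screen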;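 further: plate controls were DMSO wells with A3G for no effect and wells lacking A3G enzyme for full effect; some compounds called inactive have numbers as strong as hits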
# Target sequence (Q9HC16 whole entry, looked up): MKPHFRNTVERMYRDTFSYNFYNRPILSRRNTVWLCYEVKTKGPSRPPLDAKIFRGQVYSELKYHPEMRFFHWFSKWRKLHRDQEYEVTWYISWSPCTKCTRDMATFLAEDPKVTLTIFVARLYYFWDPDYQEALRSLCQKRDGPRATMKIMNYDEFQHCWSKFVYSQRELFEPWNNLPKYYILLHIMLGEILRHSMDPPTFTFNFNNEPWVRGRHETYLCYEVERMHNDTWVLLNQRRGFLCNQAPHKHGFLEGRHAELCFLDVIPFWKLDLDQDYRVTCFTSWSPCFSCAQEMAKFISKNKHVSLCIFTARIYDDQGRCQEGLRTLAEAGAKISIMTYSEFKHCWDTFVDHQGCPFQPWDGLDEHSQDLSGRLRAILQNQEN
# mIAP inh = blocks mouse intestinal alkaline phosphatase; purified mouse IAP, CDP-Star luminescence, 30 min; inhibition, % at 10 µM; actives 0.2% (n = 330,000); AID 2806;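 active means inhibition of at least 40% at 10 µM in the primary screen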;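 further: plate controls were DMSO with enzyme for no effect and no enzyme wells for full effect; values of inactives mirror those of a sister screen read the other way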
# beta cell repl = induces beta-cell replication in MIN6 cells; MIN6 cells proliferation, ATPlite luminescence, 48 h; cells starved in 0.2% serum; 100% = growth in 10% serum; proliferation, % at 10 µM; actives 0.29% (n = 330,000); AID 2380;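 active means compounds whose signal lies at least 3.5 SD above the mean of all wells on their plate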;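 further: 0% = DMSO-treated cells in low-serum medium and 100% = 10% serum control; some compounds called inactive have numbers as strong as hits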
# ATG4B inhibitor = ATG4B (human) cysteine protease inhibition. Q9Y4P1. AID 504462. inhibition, % at 8.33 µM. ATG4B cleavage of LC3-PLA2, NBD-HPC fluorescence, 1 h. actives 0.51% (n = 340,000); in the data active means inhibition above about 40%
# mIAP activ = increases mouse intestinal alkaline phosphatase activity. muIAP, CDP-Star luminescence, 30 min; stronger effect = higher value; 1 = vehicle-only enzyme signal, 0 = enzyme-free wells. actives 0.24% (n = 330,000). activation factor at 10 µM. AID 2805;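 active means activation factor of at least 2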; further: the source names both 10 and 20 µM as test concentration; values of inactives mirror those of a sister screen read the other way
#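 also added = chemiluminescent substrate CDP-Star | test system = mouse IAP enzyme | signal = chemiluminescence readout | compound = DMSO-dissolved test compounds | incubation = 30 min at room temperature | benchmarks = DMSO wells, no-enzyme wells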
# hIAP block = human IAP inhibition. P09923. actives 0.12% (n = 330,000). AID 2544. purified IAP, CDP-Star luminescence, 30 min. inhibition, % at 10 µM;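 active means inhibition reaching a set limit with compound at 10 µM in the primary screen, cut at about 35% in these data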;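 further: plate controls were DMSO wells with enzyme for no effect and no-enzyme buffer wells for full effect; values of inactives mirror those of a sister screen read the other way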
# A3A deaminase = human APOBEC3A DNA deaminase inhibition | P31941 | recombinant A3A, FAM/TAMRA ssDNA deamination fluorescence | inhibition, % at 20 µM | actives 0.41% (n = 330,000) | AID 493011;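 active means at least 40% inhibition at 20 µM here, with at most 30% in a related deaminase screen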;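 further: plate controls were A3A with DMSO for no effect and wells lacking A3A enzyme for full effect; some results filed as inactive read as strong as hits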
# * marks the source's active call; other numbers are inactive results; / = not tested or not shown. The list is partial; the hit share may differ from the screen's.
SMILES,MPTP block,hIAP act,A3G deaminase,mIAP inh,beta cell repl,ATG4B inhibitor,mIAP activ,hIAP block,A3A deaminase
Cc1ccc2c(c1)C1CN(C)CCC1N2C(=O)c1ccc(Br)o1 (stereo not given),0.5,1.1,-3,-9,-2,2,1.1,-9,-4
O=C1CC(=O)N(Cc2ccccc2)C(=S)N1,-0.2,0.91,-1,9,-2,-13,0.91,9,4
O=C(COC(=O)Cc1ccccc1)NC(=O)NC1CCCCC1,-0.4,1.1,-12,0,4,0,1,-9,-3
O=c1[nH]c(=O)n(C2CCCCCC2)c(O)c1C=NCCCN1CCOCC1,1.7,0.99,-6,-8,1,-7,1.1,1,-4
O=C1C=CC(=O)C=C1,18,0.95,82*,5,-6,-4,0.95,5,5
CC(NCc1ccc(Cl)cc1Cl)C(O)c1ccccc1 (stereo not given),1.4,0.93,-1,0,-1,8,1,7,-1
CN1CCN(C(=O)COc2ccc(N(C)S(=O)(=O)c3ccc(F)cc3)cc2)CC1,-2.7,1,-8,1,-4,-22,0.99,-2,1
Cc1ccc(Cn2c(C)c3cnn(CC(=O)N4CCC5(CC4)OCCO5)c(=O)c3c2C)cc1,-2.6,1.1,-5,2,1,-10,0.98,-6,-1
O=C(c1ccc(N2CCCCCC2)c([N+](=O)[O-])c1)N1CCC2(CC1)OCCO2,0.2,0.94,-4,3,1,2,0.97,6,9
CC(=O)c1cc(C(C)=O)c(C)[n+](C)c1C,1.5,0.92,-5,8,-2,4,0.92,8,2
O=C(CSC1c2ccccc2-c2ccccc21)N/N=C/c1ccc(C(=O)O)cc1,1.3,1,7,7,3,0,0.93,-1,-1
O=C1NC(=O)C(=Cc2ccc(-c3ccccc3[N+](=O)[O-])o2)C(=O)N1,51*,1,-6,21,-4,5,0.79,-1,-5
CCCCn1c(O)c(C(C)=NCCN2CCCCC2)c(=O)[nH]c1=O,0.6,0.98,-4,-1,-2,-7,1,2,3
CC(=O)Nc1ccc(OC(=O)N(C)c2ccccc2)cc1,13,0.94,-3,-2,-2,-8,1,6,2
O=[N+]([O-])c1cccnc1N1CCCNCC1,-1.2,0.89,-3,5,-1,3,0.95,11,-1
C[C@H](NC(=O)N1C[C@H]2C[C@@H](C1)c1cccc(=O)n1C2)C(=O)Nc1ccc(F)c(F)c1,-1.6,1.1,-2,4,-1,5,0.96,-6,5
CN1C(=O)N(C)C(=O)C2(Cc3cc([N+](=O)[O-])ccc3N3CCN(C(=O)c4ccccc4)CC32)C1=O (stereo not given),-1.7,0.9,-4,9,1,-8,0.91,10,-1
C=C1C2[C@H](OC(C)=O)[C@@H]3CC(=O)[C@]4(C)OC[C@@]3(C)[C@@]4(O)[C@@H](OC(C)=O)[C@H](OC(C)=O)[C@@]2(COC(=O)c2ccccc2)[C@@H](OC(C)=O)C[C@@H]1O (stereo not given in full),1.9,0.94,0,12,-3,-8,0.88,6,-1
Cc1cccc(N2C(=O)NC(=O)/C(=C\c3ccc4c(c3)CCCN4Cc3ccccc3)C2=O)c1,19,0.88,-1,10,-1,2,0.9,12,1
COc1cc(/C=C/[N+](=O)[O-])ccc1OC(=O)c1cccnc1,9.3,0.91,-1,8,-6,5,0.92,10,-6
O=C(COc1ccc(Br)cc1)N1CCN(C2CCCC2)CC1,-0.5,0.9,-7,5,0,-5,0.95,10,0
CC(=NCCCO)c1c(O)[nH]c(=O)[nH]c1=O,1.1,0.91,-3,-5,-2,-7,1.1,10,3
O=C(Nc1c(F)cc(F)cc1F)c1cccn(Cc2ccccc2)c1=O,-1.6,1,1,4,-1,3,0.96,-5,1
C=CCOC(=O)C1=C(C)OC(N)=C(C(=O)OCC)C12C(=O)N(CC(N)=O)c1ccccc12 (stereo not given),0.5,0.95,5,-14,-3,-16,1.1,5,5
O=[N+]([O-])c1ccc(O)c([N+](=O)[O-])c1,-0.5,0.88,-8,1,-3,-2,0.99,12,-1

# Compound profiles (already shown). Order of values: MPTP block, hIAP act, A3G deaminase, mIAP inh, beta cell repl, ATG4B inhibitor, mIAP activ, hIAP block, A3A deaminase
# Cc1cccc(N2C(=O)NC(=O)/C(=C\c3ccc4c(c3)CCCN4Cc3ccccc3)C2=O)c1 across the screens: 19, 0.88, -1, 10, -1, 2, 0.9, 12, 1
# CN1C(=O)N(C)C(=O)C2(Cc3cc([N+](=O)[O-])ccc3N3CCN(C(=O)c4ccccc4)CC32)C1=O (stereo not given) across the screens: -1.7, 0.9, -4, 9, 1, -8, 0.91, 10, -1
# O=C1NC(=O)C(=Cc2ccc(-c3ccccc3[N+](=O)[O-])o2)C(=O)N1 across the screens: 51*, 1, -6, 21, -4, 5, 0.79, -1, -5

# More results
SMILES,MPTP block,hIAP act,A3G deaminase,mIAP inh,beta cell repl,ATG4B inhibitor,mIAP activ,hIAP block,A3A deaminase
CCCNS(=O)(=O)c1ccc(OCC(=O)N2CCN(Cc3ccc4c(c3)OCO4)CC2)c(C)c1,16,1.3,-9,-1,-2,-2,1,-30,-3
COCCO[C@H]1CC[C@@]2(C)C(=CCC3C2CC[C@@]2(C)C3CC[C@]2(C)O)C1 (stereo not given in full),1.8,1.1,-3,-1,-4,0,1,-6,2
Cc1cccc(N2C(=O)NC(=O)/C(=C/c3ccc(N4CCOCC4)cc3)C2=O)c1,4.0,1.1,-3,2,-3,8,0.98,-12,1
Fc1ccc(C[n+]2c(-c3ccccc3)cc(-c3ccccc3)cc2-c2ccccc2)cc1,/,1.1,-7,10,-9,11,0.9,-8,3
CCN1C(=O)NC(=O)/C(=C\c2cn(CC(=O)N3CCCCC3)c3ccccc23)C1=O,-1.3,0.79,-17,10,-2,-2,0.9,22,-5
COc1cccc(CCNCc2ccc(SC)cc2)c1,88*,1,-2,4,0,2,0.96,-3,1
CN(C)CC1CSCCC1(O)c1ccc(C(F)(F)F)cc1 (stereo not given),-0.9,1.2,2,-3,0,-1,1,-18,-1
Cc1cc(OCC(=O)OC(C)C)c2c3c(c(=O)oc2c1)CCCC3,3.2,0.92,-9,7,3,-5,0.93,8,0
OC(CCNCCc1c[nH]c2ccccc12)C(F)(F)Cl (stereo not given),-2.0,1.2,1,-4,1,-4,1,-25,-2
CCN(CC)C(=O)c1ccc(NC(=O)COc2ccc([N+](=O)[O-])cc2Cl)cc1,2.7,1,-5,-3,0,6,1,-2,2
C=C1C(=O)O[C@H]2C[C@@H](C)[C@@H]3C=CC(=O)[C@@]3(C)C[C@H]12,/,0.95,-11,1,-7,9,0.99,5,-1
CCCCn1c(O)c(C(CC)=NCc2cc(OC)cc(OC)c2)c(=O)[nH]c1=O,1.0,0.89,2,4,0,0,0.95,11,2
CCOP(=S)(OCC)Oc1cc(C)oc(=O)c1Cl,4.5,1.1,7,-3,-3,-7,1,-10,2
CCN1CCN(c2nc3c(c(=O)[nH]2)CCC3)CC1,0.8,0.88,-1,0,-3,0,1,12,-9
CCCC[N+]12CCC(CC1)C(=C(c1ccccc1)c1ccccc1)C2,0.8,1.3,12,-14,-4,7,1.1,-27,97*
COC(=O)C1=C(c2ccccc2OCc2ccccc2)C[C@@H]2CC[C@H]1N2C(=O)NCCOc1ccccc1,-0.1,1.1,-7,-31,-7,4,1.3,-8,0
O=C(c1ccccc1F)c1cn(CC(=O)N2CCCCC2)c2ccccc12,-1.3,0.94,-5,1,0,-3,0.99,6,-2
COP(=O)(/C=C(\Cl)c1ccccc1)/C=C(\Cl)c1ccccc1,4.3,0.82,-6,11,1,-6,0.89,18,-3
COc1ccc(C(=O)C2CCCN(C3CSCCSC3)C2)c(OC)c1 (stereo not given),-2.5,1.1,-6,-2,2,2,1,-8,-2
O=P1(Oc2ccccc2)OCCCS1 (stereo not given),1.9,1.2,-5,-6,3,-9,1.1,-20,-1
CCN(CC)CCCC(C)N=C(c1ccccc1)c1c(O)n(C)c(=O)n(C)c1=O (stereo not given),-1.3,1.4,-6,-6,-2,-5,1.1,-38,-2
CN(C)c1ccc(CN2CC=C(c3ccc(F)cc3)CC2)cc1,0.7,0.99,-4,0,-2,1,1,1,0
CC(=NCCN1CCCCC1)c1c(O)n(-c2ccccc2)c(=O)[nH]c1=O,-0.2,1,2,4,-3,2,0.96,-4,2
CCOC(=O)CSCCOc1ccc(C=C2C(=O)NC(=O)NC2=O)cc1OC,-1.5,1,-3,-4,-1,7,1,-1,-4

# Structural class, the entries above containing a carbonyl joined to an NH by a bond outside any ring.
SMILES,MPTP block,hIAP act,A3G deaminase,mIAP inh,beta cell repl,ATG4B inhibitor,mIAP activ,hIAP block,A3A deaminase
O=C(COC(=O)Cc1ccccc1)NC(=O)NC1CCCCC1,-0.4,1.1,-12,0,4,0,1,-9,-3
O=C(CSC1c2ccccc2-c2ccccc21)N/N=C/c1ccc(C(=O)O)cc1,1.3,1,7,7,3,0,0.93,-1,-1
CC(=O)Nc1ccc(OC(=O)N(C)c2ccccc2)cc1,13,0.94,-3,-2,-2,-8,1,6,2
C[C@H](NC(=O)N1C[C@H]2C[C@@H](C1)c1cccc(=O)n1C2)C(=O)Nc1ccc(F)c(F)c1,-1.6,1.1,-2,4,-1,5,0.96,-6,5
O=C(Nc1c(F)cc(F)cc1F)c1cccn(Cc2ccccc2)c1=O,-1.6,1,1,4,-1,3,0.96,-5,1
C=CCOC(=O)C1=C(C)OC(N)=C(C(=O)OCC)C12C(=O)N(CC(N)=O)c1ccccc12 (stereo not given),0.5,0.95,5,-14,-3,-16,1.1,5,5
CCN(CC)C(=O)c1ccc(NC(=O)COc2ccc([N+](=O)[O-])cc2Cl)cc1,2.7,1,-5,-3,0,6,1,-2,2
COC(=O)C1=C(c2ccccc2OCc2ccccc2)C[C@@H]2CC[C@H]1N2C(=O)NCCOc1ccccc1,-0.1,1.1,-7,-31,-7,4,1.3,-8,0
